# inhibitors of VEEV: inhibitors of VEEV TC-83 cytopathic effect, confirmation, Vero cells (AID 588727) | hit rate 0.13% among 350,000 | Vero cells, VEEV TC-83 cytopathic effect inhibition; higher % means a stronger effect | one-dose inhibition, % at 20 µM; IC50 in µM for titrated hits; in the data active means a potency from the dose series; inconclusive means inhibition mostly from about 14% at the one dose, without a potency; inactive means the rest, 99 in 100 with inhibition below about 12%; further: strong numbers were not always called active
# M. tuberculosis: growth inhibition of non-replicating M. tuberculosis (AID 488890); inhibition, % at 25 µM, or IC50 in µM where a hit was titrated; hit rate 0.39% among 320,000; Mycobacterium tuberculosis non-replicating, growth inhibition; higher % means a stronger effect; in the data active means a potency from the dose series; inconclusive means inhibition mostly from about 82% at the one dose, without a potency; inactive means the rest, 99 in 100 with inhibition below about 76%;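 further: plate controls were DMSO cells for no effect and high antibiotic wells for full effect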
# influenza NS1A: H1N1 influenza NS1A inhibitors, functional cell based assay (AID 504329). NS1A functional cell-based assay, percent inhibition; higher % means a stronger effect. inhibition, % at 12.5 µM, or IC50 in µM where a hit was titrated. hit rate 0.3% among 340,000; in the data active means a potency from the dose series; inconclusive means inhibition above about 27% without an active follow-up result; further: strong numbers were not always called active
# M. tuberculosis HTS: M. tuberculosis growth inhibition, HTS (AID 449762); hit rate 0.59% among 330,000; inhibition, % at 25 µM; hits with a dose series show IC50 in µM; M. tuberculosis H37Rv growth inhibition, 7H9 media; higher % means a stronger effect; in the data active means a potency from the dose series; inconclusive means inhibition above about 70% without an active follow-up result;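 further: bacterial growth assessed after seven days of incubation; strong numbers were not always called active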
# PhoP GFP inhibition: Inhibition of PhoP regulon, Salmonella typhi GFP reporter cells, confirmation, 4 h (AID 1850); hit rate 0.33% among 310,000; Salmonella Typhi PhoP-promoter GFP reporter, fluorescence, 4 h; higher % means a stronger effect; inhibition, % at 50 µM, or IC50 in µM where a hit was titrated; in the data active means a potency from the dose series; inconclusive means inhibition mostly from about 25% at the one dose, without a potency; inactive means the rest, 99 in 100 with inhibition below about 19%;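 further: 0% = induced wells with vehicle and 100% = uninduced wells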
# inhibitors of VEEV 10K pilot screen: further read-out of inhibitors of VEEV, marked with its call; inhibition, %; measured here: 10K pilot screen inhibition
# Active calls of the source: *; i = inactive; ? = inconclusive; . = no result given. Compounds as they come; 1.4% or so of the library scored in one or more.
SMILES,inhibitors of VEEV,M. tuberculosis,influenza NS1A,M. tuberculosis HTS,PhoP GFP inhibition,others
CCN(C(=O)CCN1C(=O)c2ccccc2C1=O)C1CCCCC1,1.5%,2%,-2%,-7%,3%,
O=C(CSc1nc2ccccc2s1)c1cc2ccccc2o1,i,57%,-1%,58%,-6%,
Cc1ccc(NC(=O)CN2C(=O)CN=C(c3ccccc3)c3cc(Cl)ccc32)cc1,5.5%,.,24%,-2%,.,
CCOC(=O)N1N=C(c2ccccc2)CC1(O)C(C)(F)F (configuration not stated),1.2%,8%,-7%,0%,5%,
CCCCNC(=O)CSc1nc2ccc(C)cc2[nH]1,0.1%,58%,-6%,0%,5%,
O=C1c2ccccc2C(Nc2ccc(Cl)cn2)N1Cc1ccccc1 (configuration not stated),4.2%,45%,18%,7%,6%,
CCS(=O)(=O)Nc1ccc(C2=NN(S(=O)(=O)CC)C(c3cccs3)C2)cc1 (configuration not stated),1.2%,3%,6%,0%,-3%,
Cn1cccc1Cc1nnc(SCC(=O)Nc2ccccc2F)n1CCc1ccccc1,0.1%,25%,12%,-4%,-1%,
COc1ccccc1CNC(=O)COC(=O)c1ccc(C)s1,0.1%,4%,-5%,-8%,.,
COc1ccc(C(=O)OCC(=O)NC2CC2)cc1F,i,-4%,-6%,3%,.,
O=C(O)/C=C/c1cccc(NS(=O)(=O)c2ccccc2)c1,i,-23%,-5%,2%,-3%,
CCCCCCn1cc(C(=O)OCC)c(=O)c2cc(F)c(F)cc21,7.6%,13%,10%,7%,1%,
N#C/C(=C\c1ccc(C(=O)O)cc1)c1nc2sc3c(c2c(=O)[nH]1)CCCC3,1.5%,.,-4%,.,.,
CCCC(=O)N1CC(=O)Nc2ccc(Br)cc2C1c1ccc(F)cc1 (configuration not stated),0.3%,2%,-8%,4%,-3%,
COc1ccc([N+](=O)[O-])cc1C(=O)NC1CCN(Cc2ccccc2)CC1,i,-12%,.,-10%,2%,
CCCOC(=O)c1cccc(NC(=O)C(C)(C)C)c1,1.2%,12%,4%,-1%,-10%,
Fc1ccccc1C(c1nnnn1C1CCCC1)N1CCN(Cc2ccccc2)CC1 (configuration not stated),0.0%,0%,10%,-5%,7%,inhibitors of VEEV 10K pilot screen=0.0
Cc1cccc(CN2C(=O)c3ccccc3Sc3ccc(C(=O)O)cc32)c1,i,14%,-7%,-4%,18%,
CC1CCCN(S(=O)(=O)c2ccc(C(=O)Nc3nnc(C4CC4)o3)cc2)C1 (configuration not stated),12%,?,-19%,?,-4%,
CN1CCN(c2ccc(Cl)cc2NC(=O)c2nn(-c3ccccc3)c(=O)c3ccccc23)CC1,5.4%,.,5%,.,-5%,
Cc1cccc2sc(NC(=O)CCNC(=O)c3ccco3)nc12,8.4%,.,-8%,.,.,
COCCn1c(NC(=S)NC(=O)C23CC4CC(CC(C4)C2)C3)cc(=O)[nH]c1=O,7.0%,8%,-11%,1%,-2%,
CCCC1O[C@@H]2C[C@H]3[C@@H]4CCC5=CC(=O)C=C[C@]5(C)[C@H]4[C@@H](O)C[C@]3(C)[C@]2(C(=O)CO)O1 (some centres not stated),0.2%,37%,3%,4%,-2%,
Cc1ccccc1C(=O)NNC(=S)NC(=O)c1cccs1,62%,?,-2%,?,-6%,
CCOC(=O)C1CCN(C(=O)C2CCCN(S(=O)(=O)c3ccc(OCC)c(Cl)c3)C2)CC1 (configuration not stated),0.4%,15%,-2%,43%,4%,

# 3 records drawn at random from the list so far:
SMILES,inhibitors of VEEV,M. tuberculosis,influenza NS1A,M. tuberculosis HTS,PhoP GFP inhibition,others
CCCC(=O)N1CC(=O)Nc2ccc(Br)cc2C1c1ccc(F)cc1 (configuration not stated),0.3%,2%,-8%,4%,-3%,
Fc1ccccc1C(c1nnnn1C1CCCC1)N1CCN(Cc2ccccc2)CC1 (configuration not stated),0.0%,0%,10%,-5%,7%,inhibitors of VEEV 10K pilot screen=0.0
COc1ccc(C(=O)OCC(=O)NC2CC2)cc1F,i,-4%,-6%,3%,.,

# Returning to the listing; the five compounds before the break are reprinted first.
SMILES,inhibitors of VEEV,M. tuberculosis,influenza NS1A,M. tuberculosis HTS,PhoP GFP inhibition,others
Cc1cccc2sc(NC(=O)CCNC(=O)c3ccco3)nc12,8.4%,.,-8%,.,.,
COCCn1c(NC(=S)NC(=O)C23CC4CC(CC(C4)C2)C3)cc(=O)[nH]c1=O,7.0%,8%,-11%,1%,-2%,
CCCC1O[C@@H]2C[C@H]3[C@@H]4CCC5=CC(=O)C=C[C@]5(C)[C@H]4[C@@H](O)C[C@]3(C)[C@]2(C(=O)CO)O1 (some centres not stated),0.2%,37%,3%,4%,-2%,
Cc1ccccc1C(=O)NNC(=S)NC(=O)c1cccs1,62%,?,-2%,?,-6%,
CCOC(=O)C1CCN(C(=O)C2CCCN(S(=O)(=O)c3ccc(OCC)c(Cl)c3)C2)CC1 (configuration not stated),0.4%,15%,-2%,43%,4%,
COc1ccc(CN2C(=O)c3ccccc3C2C(=O)NCc2cccnc2)c(OC)c1 (configuration not stated),i,-14%,-7%,-2%,1%,
Cc1ccc(NC(=O)CN(CCc2ccccc2)S(C)(=O)=O)cc1,0.4%,31%,-2%,0%,-3%,
Oc1cccc(/C=N/Nc2ccc(Cl)nn2)c1,5.9%,-5%,17%,10%,6%,
CCN(CC)c1ccc(C(=O)n2cnc3ccccc32)cc1,13%,54%,-1%,36%,-5%,inhibitors of VEEV 10K pilot screen=6.3
Cc1cc(Nc2ccccc2)cc(=O)n1C,0.9%,-1%,10%,-2%,-2%,
C[C@]12CC[C@@H](O)C[C@@H]1CC[C@@H]1[C@@H]2CC[C@]2(C)[C@@H](O)CC[C@@H]12,6.2%,22%,2%,3%,-5%,
COc1cc(C)ccc1OCCCCN1CC(C)OC(C)C1 (configuration not stated),i,2%,-2%,3%,-1%,
NC(=O)CC(NC(=O)c1ccccc1)c1ccc(N2CCC(Br)CC2)c([N+](=O)[O-])c1 (configuration not stated),0.6%,-13%,7%,5%,8%,
O=C(CNC(=O)c1ccccc1)OCc1cccc([N+](=O)[O-])c1,2.1%,17%,1%,-6%,3%,
COc1ccc(C2=NN(CN3C(=O)C(=O)c4ccccc43)C(c3ccc(C)cc3)C2)cc1 (configuration not stated),i,52%,23%,9%,20%,
O=C(N/N=C/c1ccc(Cl)cc1Cl)c1cccc(N2CCCC2=O)c1,0.4%,3%,0%,0%,-1%,
CCCCCCN=CC1=C(O)CC(C)(C)CC1=O,0.5%,-15%,19%,3%,17%,
O=C(CCC(=O)NNc1nc2ccccc2c2nc(-c3ccccc3)nn12)NCCCN1CCOCC1,0.8%,11%,2%,6%,-4%,
O=C(CSc1nnc(-c2ccccc2F)o1)NC1CC1,2.6%,?,-10%,-4%,.,
COc1ccccc1C(=O)Nc1nnc(CCc2ccccc2)s1,5.0%,33%,4%,13%,-1%,
Cc1nc2cc(NC(=O)N3CCCC3)ccc2n1C,0.6%,-16%,-3%,1%,4%,
CC(C)NC(C(=O)Nc1cc(Cl)cc(Cl)c1)c1ccccc1 (configuration not stated),3.2%,2%,10%,-7%,-2%,
Cc1occc1-c1nc(-c2ccccn2)no1,0.9%,-4%,-2%,-4%,8%,
N#Cc1nc(Cc2ccccc2)oc1N1CCN(c2ccccc2)CC1,1.3%,19%,20%,-3%,5%,
CC1(c2ccc([N+](=O)[O-])cc2)Nc2ccccc2S1 (configuration not stated),0.1%,45%,0%,8%,5%,
O=C(OCc1ccc(Cl)c(Cl)c1)c1cccnc1Cl,0.5%,?,-5%,-5%,3%,
Cc1ccccc1C(O)c1ccccn1 (configuration not stated),i,-2%,7%,-9%,-2%,inhibitors of VEEV 10K pilot screen=1.0
CSc1ccccc1OCc1cc(C(=O)NCc2csc(C(C)C)n2)no1,4.7%,7%,5%,4%,2%,
O=C(COC(=O)c1cccnc1Cl)c1ccc(F)cc1,0.9%,21%,-3%,3%,4%,
Cc1onc(-c2ccccc2)c1C(=O)Nc1cccc(S(=O)(=O)NC2=NCCC2)c1,1.7%,4%,7%,2%,.,
# Later entries
SMILES,inhibitors of VEEV,M. tuberculosis,influenza NS1A,M. tuberculosis HTS,PhoP GFP inhibition,others
O=S1(=O)CCO[C@H]2Cc3ccccc3[C@H]2N1Cc1ccc(Cl)cc1,i,8%,-3%,25%,4%,
Cc1ccc(C(=O)NNc2cc(=O)n(C)c(=O)n2C)cc1C,2.2%,-11%,4%,-4%,-10%,
CCCn1c(SCC(=O)NCc2ccco2)nnc1-c1ccncc1,0.5%,-7%,2%,2%,-7%,
Cc1ccc(NC(=O)CN(C)C(=O)COC(=O)C2=COCCO2)cc1,4.5%,-16%,-4%,8%,1%,
CCOC(=O)CSc1nc(N)cc(=O)[nH]1,2.6%,-8%,-2%,-10%,-10%,
CCOC(=O)c1[nH]c(C(=O)O)c(OC(=O)CC)c1C,i,-11%,-9%,0%,-12%,
O=C(COC(=O)CC1CCCC1)Nc1ccc(Cl)cn1,1.1%,i,-5%,7%,.,
Cc1ccc(CCNc2ccccc2C)cn1,0.9%,8%,6%,4%,-3%,
Cc1ccc(S(=O)(=O)CC(=O)Nc2ccc(Cl)cn2)cc1,0.7%,.,-8%,0%,-20%,
CCC1CCCCN1C(=O)Cn1c(C(=O)OC)cc2ccsc21 (configuration not stated),0.1%,-1%,1%,-4%,-6%,
O=C(NCC1CCCN(Cc2ccccc2F)C1)c1cccc(C(F)(F)F)c1 (configuration not stated),0.6%,13%,-4%,-4%,-4%,
COc1ccc(-c2csc(NC(=O)c3cccc(N4C(=O)CCC4=O)c3)n2)cc1OC,8.8%,-2%,-6%,2%,.,
Cc1ccc(-c2cc3cccc[n+]3cc2-c2ccc(C)cc2)cc1,i,78%,3%,9%,22%,
O=C(c1cc(F)ccc1F)C1CCCN(C(=O)c2ccco2)C1 (configuration not stated),0.3%,65%,1%,2%,-5%,
O=c1ccn(Cc2ccccc2)cc1,0.1%,0%,-18%,-3%,2%,
Cc1nc2c(oc3ccc(Cl)cc32)c(=O)[nH]1,2.2%,-20%,-14%,-2%,2%,
C=CCNc1nnc(SC2CC(=O)N(c3ccc(OC)cc3)C2=O)s1 (configuration not stated),0.4%,26%,27%,-9%,10%,
COC(=O)CC/C(C)=N\Nc1ccc([N+](=O)[O-])cc1[N+](=O)[O-],i,0%,6%,0%,-2%,inhibitors of VEEV 10K pilot screen=0.0
CC1(C)CC(=O)C2=C(C1)N(Cc1ccco1)C(=O)C2(O)C(F)(F)F (configuration not stated),1.1%,-4%,18%,8%,1%,
CCC(C)NC(=O)CC(NS(=O)(=O)c1ccc(C)cc1)c1ccc(OC)cc1 (configuration not stated),0.6%,10%,-9%,13%,0%,
CCOC(=O)C1Oc2ccccc2C(c2ccc(F)cc2)=C1C(=O)OC (configuration not stated),0.8%,.,-4%,.,.,
CCOc1ccc(S(=O)(=O)NCC2CCCO2)cc1 (configuration not stated),0.5%,50%,1%,-9%,11%,
O=c1nc2n(CCO)c3ccccc3cc-2c(=O)[nH]1,0.5%,.,2%,.,.,
CC(=NNc1nc2ccccc2o1)c1cc2ccccc2cn1,2.6%,.,7.2µM*,.,.,
CCCCOc1cccc(C(=O)O)c1,1.0%,15%,2%,-1%,-14%,
CNC(=O)c1oc(-c2ccc(Cl)cc2)nc1C,0.7%,16%,-3%,1%,-4%,
CCOC1(NC(=O)c2ccccc2)C(C)=CC(=O)C=C1C,i,9%,-5%,-7%,-1%,
CCN(CC)C1CC(=O)N(c2cccc(C)c2)C1=O (configuration not stated),.,44%,.,-9%,6%,
COc1cccc(NC(=O)CSc2nnc(-c3cc(-c4ccccn4)nc4ccccc34)o2)c1,7.8%,4%,-4%,1%,-1%,

# Quoted from the entries so far, 3 compounds:
SMILES,inhibitors of VEEV,M. tuberculosis,influenza NS1A,M. tuberculosis HTS,PhoP GFP inhibition,others
O=S1(=O)CCO[C@H]2Cc3ccccc3[C@H]2N1Cc1ccc(Cl)cc1,i,8%,-3%,25%,4%,
Cc1ccc(C(=O)NNc2cc(=O)n(C)c(=O)n2C)cc1C,2.2%,-11%,4%,-4%,-10%,
CCCn1c(SCC(=O)NCc2ccco2)nnc1-c1ccncc1,0.5%,-7%,2%,2%,-7%,
